Compound activity (PubChem)
EPAC2 agonist: agonists of human EPAC2 (RAPGEF4) | AID 720711 | EPAC2 activation, biochemical qHTS; response scale: 100% = 6.5 mM cAMP response | hit rate 0.079% among 360,000 | Potency, µM (top dose mostly 154 µM), for inactives: at the highest dose activation, usual class: activators; further: potency means the concentration at half of the fitted maximal effect; nearly all actives have a fitted effect of over 50% in size
Target sequence (Q8WZA2 whole entry, looked up): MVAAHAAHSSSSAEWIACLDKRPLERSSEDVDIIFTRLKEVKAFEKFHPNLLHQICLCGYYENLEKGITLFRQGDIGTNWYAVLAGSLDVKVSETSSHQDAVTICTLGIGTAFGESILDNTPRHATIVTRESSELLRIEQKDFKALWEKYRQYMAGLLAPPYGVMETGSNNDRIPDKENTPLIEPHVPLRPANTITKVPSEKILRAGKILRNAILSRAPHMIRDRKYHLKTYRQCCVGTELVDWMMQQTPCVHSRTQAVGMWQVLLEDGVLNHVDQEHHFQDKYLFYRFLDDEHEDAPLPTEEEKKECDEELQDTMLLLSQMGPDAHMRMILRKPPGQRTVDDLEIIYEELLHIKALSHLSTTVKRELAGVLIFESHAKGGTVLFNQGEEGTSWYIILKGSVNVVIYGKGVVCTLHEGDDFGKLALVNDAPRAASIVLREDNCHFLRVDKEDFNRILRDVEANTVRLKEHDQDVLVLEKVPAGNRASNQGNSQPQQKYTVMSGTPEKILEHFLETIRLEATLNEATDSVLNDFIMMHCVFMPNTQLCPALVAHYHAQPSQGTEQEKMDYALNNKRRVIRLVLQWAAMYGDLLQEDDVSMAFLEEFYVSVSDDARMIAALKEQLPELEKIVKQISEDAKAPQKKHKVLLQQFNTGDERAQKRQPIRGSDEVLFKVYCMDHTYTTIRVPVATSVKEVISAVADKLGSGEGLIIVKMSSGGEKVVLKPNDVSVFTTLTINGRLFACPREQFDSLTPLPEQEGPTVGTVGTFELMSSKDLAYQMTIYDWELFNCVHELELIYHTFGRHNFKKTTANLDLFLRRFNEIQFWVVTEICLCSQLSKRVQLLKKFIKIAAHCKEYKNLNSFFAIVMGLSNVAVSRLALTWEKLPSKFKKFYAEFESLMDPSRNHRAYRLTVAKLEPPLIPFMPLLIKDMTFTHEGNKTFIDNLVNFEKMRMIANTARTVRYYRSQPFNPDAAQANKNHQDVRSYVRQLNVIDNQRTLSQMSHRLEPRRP
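qHTS, titration series. 100 nM EPAC2 / 250 nM Rap1B-BODIPY-GDP / 50 uM GDP; RT; ex 480/em 540 nm, 5-min reads to 30 min. Norm. to 6.5 mM cAMP = activation.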
IL2 activator: activators of IL-2 | IL-2 activation reporter assay, cell-based qHTS; stimulated with anti-CD3/CD4/CD28 beads; in transgenic mouse T cells | activation, % (series mostly up to about 46 µM) | hit rate 0.065% among 360,000 | AID 652025; in the data active means activation above about 50%; inconclusive means mostly about 30% to 49%; further: 0% is about no effect
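Unstimulated transgenic mouse T cells; 60-min compound exposure; bead-based TCR/CD4/CD28 stimulation; 18 h culture, 37 degrees C; dual fluorescence (EGFP, DsRed) plate cytometry.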
HepG2 viability: HepG2 cytotoxicity, counter-screen for TGF-b inhibitors; hit rate 0.76% among 410,000; AID 588856; Potency, µM (titrated, usually from 46.1 µM), inactives show at the highest dose activity change, negative = cytotoxicity, most hits filed as cytotoxic; HepG2 CAGA-GFP viability, ATP luminescence, 18 h; further: potency means the concentration at half of the fitted maximal effect; some results filed as inactive show a strong effect at the top dose
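HepG2 CAGA-GFP cells (1000/well, DMEM with 1% FBS) received compound, then TGF-beta at 500 pg/mL final, and were incubated 18 hours at 37 degrees C. Viability was read by CellTiter-Glo luminescence. Media-only wells were set as complete cell-killing and DMSO as no toxicity.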
ATXN viability: viability counter-screen for ATXN expression inhibitors. S2 cells (HEK-293 line with an ATXN2-luciferase reporter) viability, CellTiter-Fluor protease fluorescence, 24 h. Potency, µM (series often up to 56.7 µM), usual class: cytotoxic. hit rate 0.49% among 400,000. AID 651635; further: potency means the concentration at half of the fitted maximal effect; nearly all actives have a fitted effect of over 40% in size
A549 tox: A549 cytotoxicity, counter-screen for Nrf2 inhibitors; A549 ARE-Fluc cells, CellTiter-Fluor viability, 18-24 h; Potency, µM (titrated, usually from 46 µM), inactives show at the highest dose activity change, negative = cytotoxicity, actives largely listed as inhibitors; hit rate 0.16% among 390,000; further: potency means the concentration at half of the fitted maximal effect; on the % scale 0 is the no-effect control and ±100 the full control effect
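Cytotoxicity counterscreen: CellTiter-Fluor fluorescence was measured in A549 ARE_Fluc cells after 18-24 h of compound exposure in a concentration series. The subsequent BugLite luminescent read reports ARE-luciferase activity.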
Nrf2 activator: Nrf2 pathway activation. Potency, µM (doses to about 46.1 µM), for inactives: at the highest dose activation, most hits filed as activators. AREc32 ARE-luciferase reporter (MCF7-derived line), luminescence, 24 h. hit rate 0.31% among 410,000; further: potency means the concentration at half of the fitted maximal effect; % of control where 0% means no effect; nearly all actives have a fitted effect of over 65% in size
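Reporter line AREc32 (ARE-Fluc), seeded overnight in OPTI-MEM with 5% FBS; compound pin-transferred, 24 hr at 37 deg C, 5% CO2; luminescent read-out.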
TGFb inhibitor: blocks TGF-b signaling. HepG2 CAGA-GFP TGF-b/SMAD3 reporter, GFP fluorescence, 18 h; TGF-beta stimulated, 500 pg/mL final. Potency, µM (series often up to 46.1 µM), for the others: at the top dose activity, negative = inhibition, actives largely listed as inhibitors. hit rate 1.2% among 410,000. AID 588855; further: potency means the concentration at half of the fitted maximal effect; on the % scale 0 is the no-effect control and ±100 the full control effect; nearly all actives have a fitted effect of over 65% in size
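First, reporter cells (HEPG2 CAGA-GFP) rested 2 h at 37 degrees C. Next, compounds were pinned in and TGF-beta added to 500 pg/mL final. After 18 h, GFP was imaged per cell and summed per well.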
ATXN2 expr inh: ATXN2 expression inhibition; HEK-293 ATXN2-luciferase reporter, luminescence, 24 h; Potency, µM (doses to about 57 µM), without a hit: at the highest dose activity change, negative = inhibition, actives largely listed as inhibitors; hit rate 0.72% among 360,000; AID 1745845; further: potency means the concentration at half of the fitted maximal effect; on the % scale 0 is the no-effect control and ±100 the full control effect; nearly all actives have a fitted effect of over 55% in size
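qHTS (up to 57 uM final) was run with 24 h compound exposure of reporter cells at 37 °C. Each well was multiplexed: SteadyGlo luminescence measured ATXN2-luciferase expression after a fluorogenic Gly-Phe-AFC viability readout (25 uM final).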
Nrf2 block: Nrf2 pathway inhibition | AID 504444 | A549 ARE-Fluc reporter, luciferase luminescence, 18-24 h | Potency, µM (top dose mostly 46 µM), for the others: top-dose activity change, negative = inhibition, hits mostly inhibitors | hit rate 2.1% among 360,000; further: potency means the concentration at half of the fitted maximal effect; on the % scale 0 is the no-effect control and ±100 the full control effect; nearly all actives have a fitted effect of over 60% in size
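A549 ARE_Fluc cells, 5000/well, 5% FBS OPTI-MEM; compounds in dose-response, 18-24 h at 37 °C/5% CO2; CellTiter-Fluor viability read (Ex 405/Em 525), then BugLite luciferase luminescence = Nrf2 activity.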
Numbers without * were called inactive; i = inactive; u = inconclusive; x = no result given; & = joins results of further samples; [ ] = another dose, or the depositor's remark. Unless noted, the call rests on the fitted dose curve; in most records, active means well fitted curve in the direction sought with a large enough effect; inconclusive means small, poorly fitted or top-dose-only effect, or another doubt; inactive means no such curve, though single readings can be large; an effect the other way counts as inactive or inconclusive.

Fields: ATXN2 expr inh	A549 tox	ATXN viability	EPAC2 agonist	TGFb inhibitor	IL2 activator	Nrf2 block	Nrf2 activator	HepG2 viability
> CC(C)COc1ccc(-c2nn(-c3ccccc3)cc2C(=O)Nc2nccs2)cc1
→ 4%	-12%	i	-6%	u	-4.2	u	4.2%	-13%
> COc1ccccc1NC(=O)N(C)C[C@@H]1OCc2cnnn2CCCC(=O)N([C@@H](C)CO)C[C@@H]1C
→ 4%	x	i	2%	1%	3.2	x	0.4%	-37%
> Cc1ccc(C=Nc2ccc(N(C)C)cc2)o1
→ 74%[activator]	-9%[1.84 µM]	i	2%	u	3.5	u	-1.4%	-80%
> CCCCCN(C(=O)CCC(=O)OCCOc1ccc(OCC)cc1)c1c(N)n(CCCC)c(=O)[nH]c1=O
→ -16%	-14%	i	-13%	-8%	-5.1	-18%	0.1%	-8%
> O=C(COc1ccccc1-c1nc(-c2ccccc2)no1)Nc1ccc([N+](=O)[O-])cc1
→ -11%	-9%	i	x	11%	x	6%	4.2%	1%
> Cc1oc(-c2ccccc2F)nc1CS(=O)(=O)CC(=O)N1CCOCC1
→ 13%	7%	i	3%	-4%	-1.6	-13%	-0.9%	-14%
> N/C(=N\O)c1ccc(Cl)cc1Cl
→ -29%	7%	i	5%	17%	-0.2	-15%	-0.4%	-92%
> Cc1ccccc1N1C(=O)N(c2cccc(C(F)(F)F)c2)C2CS(=O)(=O)CC21 (configuration not stated)
→ -5%	-4%	i	-6%	8%	-0.4	-18%	-0.2%	-10%
> COc1ccccc1S(=O)(=O)Nc1cc(C)nn1-c1ccc(C)cc1
→ 0%	0%	i	-2%	9%	0.6	1%	2.2%	0%
> Nc1cccc(-c2nc3ncccc3o2)c1
→ 34%	3%	i	-4%	-2%	0.4	-2%	2.7%	2%
> CCC(=O)OC1=CN(Cc2ccccc2)S(=O)(=O)c2ccccc21
→ 1%	-13%	i	x	-10%	x	-3%	0.6%	4%
> COc1cc(NC(=O)OCc2ccccc2)c2ncccc2c1
→ -7%	15%	i	13%	6%	-0.8	-5%	-3.5%	-20%
> CN(C(=O)c1ccc(NC(=O)Cc2ccc(NC(=O)C3CCN(C(=O)C4CC4)CC3)cc2)cc1)C1CCCC1
→ -6%	8%	i	3%	1%	-0.5	-7%	4.3%	-11%
> Nc1[nH]c(=S)[nH]c(=O)c1-c1ccccc1
→ 0%	-9%	i	4%	14%	-2.1	19%	-0.9%	-3%
> COc1cccc(-c2nnc(NC(=O)c3ccc(S(=O)(=O)N4CCOCC4)cc3)o2)c1
→ u	-23%	i	0%	-23%	-1.1	12µM*	-0.7%	-4%
> CC(C)c1ccc(OCC(=O)Nc2ccccc2C(=O)N2CCOCC2)cc1
→ -11%	11%	i	3%	9%	-0.6	7%	-0.3%	-20%
> Cc1cc(C)cc(NC(=O)N2CCN(C(=O)c3nsc4ccccc34)CC2)c1
→ x	4%	x	x	-21%	x	x	0.8%	-3%
> O=C(N/N=C\c1ccc(F)cc1)c1cc(OCC(F)(F)F)ccc1OCC(F)(F)F
→ 1%	-8%	i	-13%	0%	-1.8	9%	-0.6%	-6%
> CCC(NC(=O)c1ccccc1Br)c1ccccc1 (configuration not stated)
→ -4%	3%	i	4%	11%	0.5	-8%	-0.3%	12%
> CCOc1ccc(N(CC(=O)NC(C)(C)C)S(=O)(=O)c2c(C)noc2C)cc1
→ 7%	0%	i	4%	-12%	2.1	8%	-0.2%	2%
> Cc1ccc(S(=O)(=O)N2CCC(C(=O)OCC(=O)NCc3cccc(Cl)c3)CC2)cc1C
→ x	1%	u	-1%	9%	2.2	24%	-0.5%	-2%
> O=C(CCSc1ccccc1)NCCN1CCOCC1
→ 3%	12%[1.84 µM]	i	5%	-11%	-3.3	9%	2.9%	-8%
> COC(=O)C1OC(OC2CC[C@]3(C)C(CC[C@@]4(C)[C@@H]3CC=C3[C@@H]5CC(C)(C)CC[C@]5(C(=O)OC5OC(CO)C(O)C(O)C5O)CC[C@]34C)C2(C)C)C(O)C(O)C1O[C@H]1OCC(O)C(O)C1O (some centres not stated)
→ -32%	0%	i	4%	-27%	-0.5	-17%	-1.4%	-24%
> Cn1c(=O)cc(Nc2ccccc2)[nH]c1=O
→ -5%	-7%	i	0%	6%	0.0	1%	-0.2%	3%
> COC(=O)c1cc2sccc2n1Cc1ccc(F)cc1
→ x	2%	x	x	-2%	x	x	2.8%	-27%
> Cc1ccc(NC(=O)c2cc(N3C(=O)C=CC3=O)ccc2N2CCOCC2)cc1Cl
→ u	0%	u	-10%	u	0.0	-17%	22%	-66%
> O=C(Cc1ccc([N+](=O)[O-])cc1)NCc1ccccn1
→ 5%	0%	i	5%	8%	2.5	0%	-0.6%	-6%
> COC(=O)Cn1c(=O)c2c(nc3n2CCCN3Cc2ccccc2)n(C)c1=O
→ -8%	-8%	i	16%	0%	1.3	-10%	-0.3%	-1%
> CN1CCC(=NNC(=O)c2ccc(N(Cc3ccccc3Cl)S(C)(=O)=O)cc2)CC1
→ -2%	17%	i	3%	-1%	0.0	0%	-0.2%	-29%
> CCC1CCCCN1c1nc(-c2cccc(OC)c2O)nc2ccccc12 (configuration not stated)
→ 2%	7%	i	5%	u	0.6	x	5.2%	2%
> CCOc1ccc(CCNC(=O)C2CCCN(c3nn4c(=O)cc(C)nc4s3)C2)cc1OCC (configuration not stated)
→ 1%	-10%	i	4%	2%	0.5	-16%	-0.3%	-10%
> Cc1ccc(-c2nnn(CC(=O)N(c3cccc(F)c3)C(C(=O)NC3CCCC3)c3ccco3)n2)o1 (configuration not stated)
→ -38%	u	u	-1%	-9%	-3.1	-15%	0.4%	1%
> Cc1cc(C)cc(C(=O)NC(CC(N)=O)c2ccc(NCC3CC3)c([N+](=O)[O-])c2)c1 (configuration not stated)
→ 3%	-2%	i	0%	5%	0.0	1%	0.1%	2%
> Cc1cc(N2CCN(S(=O)(=O)c3ccccc3)CC2)nc2c(C)cccc12
→ 2%	6%	i	6%	0%	-1.1	-21%	0.4%	-2%
> CCOC(=O)CN(C(=O)COc1nc(-c2ccccc2)cc(C)c1C#N)c1ccccc1
→ -7%	5%	i	10%	-7%	-0.7	u	0.1%	14%
> Cc1cccc(OC(=O)c2cc(-c3ccc4c(c3)OCCO4)on2)c1
→ -2%	2%	i	x	-16%	x	u	-1.6%	-13%
> CCC(C(=O)NCCCN1CCN(C)CC1)n1nc(C)c2sc3ccccc3c2c1=O (configuration not stated)
→ -7%	1%	i	-1%	15%	-2.0	14%	-0.5%	-4%
> O=C(OCc1ccccc1)c1ccccc1
→ -6%&16%	7%	i	9%	0%	0.5	-10%	0.1%	-7%
> O=C(NC(Cc1ccccc1)C(=O)O)c1ccco1 (configuration not stated)
→ 23%	1%	i	-2%	-4%	2.8	5%	-0.3%	-1%
> Cc1sc(N/N=C/c2cc([N+](=O)[O-])ccc2O)nc1-c1ccccc1
→ x	0%	u	6%	7%	-0.9	0%	-0.8%	-6%
> COc1ccc(Nc2oc(-c3cccs3)nc2C#N)cc1
→ 23%	7%	i	-9%	7%	-0.5	x	8.1%	7%
> CCOC(=O)N1CCN(CCC(=O)Nc2cc(C)ccc2C)CC1
→ 4%&-3%	-2%&12%	i	2%	0%&-9%	0.5	7%&6%	-0.6%&-1.2%	-5%&-15%
> CCOC(=O)C1CCN(C(=O)Cn2c(=O)oc3cc(S(=O)(=O)N4CCCC4)ccc32)CC1
→ -5%	0%	i	8%	4%	-1.9	-3%	-0.6%	2%
> CCCSCCCNC(=O)c1ccc2c(c1)nc1n2CCCCC1
→ x	1%	x	x	-23%	x	x	-0.1%	-1%
> COc1ccc(NC(=O)Cn2c(=O)n(CCC(=O)NCC3CCCO3)c(=O)c3cc(OC)c(OC)cc32)cc1 (configuration not stated)
→ -22%&8%	-2%&-6%	i	9%	33%&2%[activator]	0.2	u	0.3%&-0.1%	-4%&-19%
> Nc1nc(SCC(=O)NC2CCCCC2)[nH]c(=O)c1-c1ccccc1
→ -7%	-2%	i	-1%	-8%	3.8	7%	4.7%	-2%
> N/C(=N\c1nc2c(c(=O)[nH]1)CCC2)Nc1ccccc1C(F)(F)F
→ -28%	3%	i	1%	0%	0.8	-13%	2.2%	-9%
> Cc1cccc(NC(=S)N2CCCC2)c1
→ 4%	0%	i	10%	0%	-1.6	4%	-0.2%	2%
> C1CCN(CCCNC2C3CC4CC(C3)CC2C4)C1 (configuration not stated)
→ 0%	u	i	-1%	11%	-0.8	6%	0.0%	-49%
> Cc1cccc(C)c1NC(=S)N(CCCN1CCN(C)CC1)Cc1cccs1
→ 1%	0%	i	6%	0%	-0.7	7%	-0.7%	1%
> CCOCCCNC(=O)CCc1nnc2ccc(N3CCCCC3)nn12
→ x	0%	i	5%	12%	-0.1	5%	0.3%	11%
> O=C(/C=C/c1ccccc1)N/C(=C/c1ccccc1)C(=O)NCCCO
→ 10%	-3%	u	-4%	1%	0.2	3%	0.1%	2%
> C/C(=N\NC(=O)Cc1ccccc1)c1cccs1
→ 4%	26%	i	16%	-2%	-1.2	-11%	-0.3%	-2%
